NTMT1 inhibitor: blocks human N-terminal methyltransferase 1 activity. Potency, µM (top dose mostly 114 µM), for inactives: at the top dose activity change, negative = inhibition, most hits filed as inhibitors. AID 1645870. Q9BV86. 59,000 tested, 2.5% active. NTMT1 MTase-Glo SAH luminescence, purified enzyme; active = well fitted inhibition curve with a large enough effect; inconclusive = small, poorly fitted or top-dose-only effect;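 note: plate controls were DMSO vehicle for no effect and no enzyme for full effect; nearly all actives have a fitted effect of over 65% in size; many of its hits are not listed in these tables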
Target sequence (Q9BV86 whole entry, looked up): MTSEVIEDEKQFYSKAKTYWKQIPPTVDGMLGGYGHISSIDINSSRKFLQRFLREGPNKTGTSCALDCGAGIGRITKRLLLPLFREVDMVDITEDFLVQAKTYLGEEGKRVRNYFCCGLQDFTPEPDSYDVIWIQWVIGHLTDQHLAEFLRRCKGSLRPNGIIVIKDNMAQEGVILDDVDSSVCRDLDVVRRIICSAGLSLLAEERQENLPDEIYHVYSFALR
An asterisk follows results filed as active; ? = inconclusive; [ ] = remark or other dose. Potency is the fitted concentration of half-maximal effect. These rows are one share of the data, so the mix of outcomes need not match the whole.

No.	Structure	NTMT1 inhibitor
1	CCOc1ccc(CCNC(=O)C2(c3ccccc3)CC2)cc1OCC	15%
2	Cc1cc(C=CC#N)cc(C)c1Nc1nc(Nc2ccc3c(c2)OCO3)c2[nH]cnc2n1	?
3	Cc1ccc2nc3sc(C(=O)N4CCN(C)CC4)cc3cc2c1	-3%
4	COc1cccc(Cn2ncc3c4sc(C)cc4n(C)c3c2=O)c1	2%[57.5 µM]
5	O=S(=O)(c1ccc2c(c1)OCCO2)N1CCN(S(=O)(=O)c2ccc3c(c2)OCCO3)CC1	-3%
6	Cc1cc2c(s1)c1cnn(Cc3ccccc3F)c(=O)c1n2Cc1ccccc1F	0%
7	O=C(C1CCN(c2nc(-c3ccc(Br)cc3)cs2)CC1)N1CCOCC1	-5%
8	O=C(O)c1ccc(S(=O)(=O)N[C@H](Cc2c[nH]c3ccccc23)C(=O)O)cc1	5%[57.5 µM]
9	CNCCN(C)Cc1cn[nH]c1-c1ccc(OC2CC(OCCC3CCOCC3)C2)cc1 (stereo not given)	26%[57.5 µM]
10	Cc1noc(C)c1-c1ccc2ncnc(NCc3ccc(Br)cc3)c2c1	9%
11	Cc1cnc(-c2ccccc2CO)nc1NCC1CCN(c2cccnc2)CC1	8%
12	CC(C)c1nc(Nc2nc3ccccc3o2)nc2c1CCCC2	15%
13	c1nc(N2CCOCC2)c2cc(-c3ccc4c(c3)OCO4)ccc2n1	13µM*
14	O=C(Nc1ccc(-c2ccncc2)nc1)c1cccs1	-10%
15	O=C(/C=C\n1cnc(-c2cc(C(F)(F)F)cc(C(F)(F)F)c2)n1)NNc1cnccn1	22%[57.5 µM]
16	COc1ccc(C2Nc3cccc(OC)c3C(=O)N2Cc2ccco2)cc1COc1c(C)cc(NC(C)=O)cc1C (stereo not given)	2%
17	CC(=O)NC(c1cc(Cl)c2ccccc2c1O)C1CC1 (stereo not given)	5%
18	Cc1nc(CN(C)c2ncnc3cc(-c4ccc5c(c4)OCO5)ccc23)cs1	?
19	O=[S+]([O-])(c1ccc2c(c1)OCCO2)N1CCN([S+](=O)([O-])c2c(O)cc(F)cc2F)CC1	-10%[57.5 µM]
20	N[C@@H](Cc1ccc(O[S+](=O)([O-])c2cccc3cccnc23)cc1)C(=O)N1CCN(c2ccccc2)CC1	-13%
21	NC(=O)c1ccc(C[C@H](C(=O)O)N2C(=O)c3ccc(C(=O)O)cc3C2=O)cc1	2%[57.5 µM]
22	Cc1cc2c(s1)c1cnn(Cc3ccccc3Br)c(=O)c1n2C	5%
23	Cc1cc(N[S+](=O)([O-])c2ccc(NC(=O)Cc3ccc4c(c3)OCCO4)cc2)no1	8%
24	O=C(COc1ccccc1Br)NCCc1nc2ccccc2[nH]1	1%
25	Cc1cc2c(s1)c1cnn(Cc3ccc(Cl)c(F)c3)c(=O)c1n2C	4%
26	c1ccc(CN(Cc2ccccc2)Cc2nnc(-c3cc4ccccc4[nH]3)o2)cc1	8%
27	O=C1c2ccccc2C(=O)N1c1cccc2cnccc12	13%
28	NS(=O)(=O)c1ccc(Cc2c(-c3cccc(-c4ccccc4)c3)nn(-c3nc(C(=O)O)cs3)c2C2CC2)cc1	25µM*
29	Cc1ccc(NS(=O)(=O)c2cc3c(cc2N(C)CCN(C)C)NC(=O)CC3)cc1C	-1%
30	CC1=C2[N-][C@H]([C@H](CC(N)=O)[C@@]2(C)CCC(=O)NC[C@@H](C)OP(=O)([O-])O[C@H]2[C@@H](O)[C@@H](n3cnc4cc(C)c(C)cc43)O[C@@H]2CO)[C@]2(C)N=C(C(C)=C3N=C(C=C4N=C1[C@@H](CCC(N)=O)C4(C)C)[C@@H](CCC(N)=O)[C@]3(C)CC(N)=O)[C@@H](CCC(N)=O)[C@]2(C)CC(N)=O.O.[Co+2]	50µM*
31	O=C(OCC#CCSc1nnc(-c2cccc3ccccc23)o1)c1ccc(F)nc1	22%
32	CCCCCC1CCC(C(=O)Nc2ccc(S(=O)(=O)Nc3nccs3)cc2)CC1 (stereo not given)	1%
33	Cc1nc(NCc2ccccc2)c2nc(-c3ccccc3)n(CCN3CCCCC3)c2n1	-10%
34	Cc1cc(C)nc(NC(=S)N2CCN(c3cnc4nccn4c3)CC2)c1	?
35	CC1=C(C(=O)Nc2nc3ccccc3s2)C(c2[nH]ncc2Cl)N=C(Nc2nc3ccccc3o2)N1 (stereo not given)	6%
36	N#Cc1nc(NCCO)nc(Nc2ccccc2)n1	3%
37	COc1ccc(C2Nc3ccccc3C(=O)N2Cc2cccnc2)cc1COc1ccc(NC(C)=O)cc1 (stereo not given)	15%
38	c1ccc2[nH]c(-c3ccc(NCc4ccc5c(c4)OCCO5)cc3)nc2c1	-11%
39	NC(=O)C1CCN(c2ncc(-c3ccc4c(c3)OC(F)(F)O4)s2)CC1	7%
40	O=c1c2ccccc2nc2sc(NCc3ccc(Cc4ccccc4)cc3)nn12	3%
41	COc1ccc([C@@H](O)[C@@H](C)Oc2ccc([C@H]3O[C@H](c4ccc(O[C@H](C)[C@H](O)c5ccc(OC)c(OC)c5)c(OC)c4)[C@H](C)[C@H]3C)cc2OC)cc1OC	10%
42	Nc1nnc(-c2ccc3ccccc3c2)o1	4%
43	Cc1cc2c(s1)c1cnn(Cc3cccc(Cl)c3)c(=O)c1n2C	-23%
44	CC(C)Cc1ccc([C@@H](C)C(=O)NS(C)(=O)=O)cc1	-7%
45	CC(C)(C)OC(=O)N1CCN(c2ccc(OCc3ccc(-c4ccc(C#N)cc4)o3)cc2)CC1	-24%
46	CCCc1nnc(-c2cnn(C)c2N)n1CCCn1ccnc1	8%
47	O=C(Nc1ccccc1)Nc1nc(Nc2cc(F)cc(F)c2)nc(NC2CCCC2)n1	?
48	Cc1ccc(OCCn2c(CCNC(=O)/C=C/c3ccccc3Br)nc3ccccc32)cc1	-8%
49	CC(C)(C)OC(=O)NCc1nnc(-c2cc3ccccc3[nH]2)s1	11%
50	COc1ccc(C(=O)NC(c2ccco2)c2cc(Cl)c3cccnc3c2O)cc1 (stereo not given)	23%

The list continues.
No.	Structure	NTMT1 inhibitor
51	COc1cccc(C2c3c(ncn(-c4ccc5c(c4)OCO5)c3=N)Oc3ccc4ccccc4c32)c1 (stereo not given)	-4%[57.5 µM]
52	COc1ccc(C(=O)NCC(=O)OC(C(=O)Nc2cc(C(F)(F)F)ccc2Cl)c2ccccc2)cc1OC (stereo not given)	8%
53	O=C(Nc1cccc([S+](=O)([O-])Nc2ccccc2F)c1)c1ccccc1	5%
54	CN(C)c1cccc(-c2ncc(F)c(N3CCC(C(N)=O)CC3)n2)c1	-9%
55	Cc1ccc(-c2ccc(=O)n(CC(=O)NCCc3ccc(O)cc3)n2)cc1	7%
56	CNc1oc(-c2ccc(F)cc2)nc1C#N	12%
57	Cc1ccc(S(=O)(=O)N2CCN(S(=O)(=O)c3ccc4c(c3)OCCO4)CC2)cc1	2%
58	CC(=O)Nc1sc2c(c1-c1nc3ccccc3s1)CCS(=O)(=O)C2	5%
59	CCCn1c(-c2ccc(F)cc2)nc2c(NCCCN(CC)CC)nc(C)nc21	-17%
60	O=C(Cc1ccc(Cl)c(Cl)c1)Nc1ccc(S(=O)(=O)Nc2cccc(O)c2)cc1	-4%
61	O=C1CC(c2ccccc2)CC2=C1C1(CCCC1)N=C(Nc1nc3ccccc3o1)N2 (stereo not given)	4%
62	Cc1cc(C)nc(NC(=S)N2CCN(c3nccs3)CC2)c1	?
63	Cc1cc2c(s1)c1c(n2C)C(=O)N(Cc2ccccc2F)C1	4%[57.5 µM]
64	Cc1ccc(S(=O)(=O)Nc2cnccc2C(=O)Nc2ccncc2)cc1	?
65	FC(F)(F)c1cccc(CSc2nc3ncc(Br)cc3[nH]2)c1	-4%
66	Cc1c(P(=S)(c2ccccc2)c2ccccc2)c2ccccc2n1C/C=C/c1ccccc1	2%[57.5 µM]
67	CC(C)[C@H]1C(=O)N[C@@H](CCCN=C(N)N)C(=O)NCC(=O)N[C@@H](CC(=O)O)C(=O)N[C@H](Cc2ccccc2)C(=O)N1C	8%[57.5 µM]
68	C/C=C/C/C=C/CCC(=O)[C@H]1O[C@H]1C(N)=O	3%
69	O=C1NC(=O)/C(=C/c2ccco2)N1	7%
70	C/C=C1\NC(=O)[C@H]2CSSCC/C=C\[C@H](CC(=O)N[C@H](C(C)C)C(=O)N2)OC(=O)[C@H](C(C)C)NC1=O	-4%
71	Nc1nc(Nc2cc(F)cc(F)c2)nc(NC2CCCC2)n1	?
72	CS(=O)(=O)Nc1cc2occ(NC=O)c(=O)c2cc1Oc1ccccc1	20%
73	COc1ccc(Br)cc1S(=O)(=O)N1CCN(S(=O)(=O)c2ccc3c(c2)OCCO3)CC1	12%
74	O=C1Nc2cccc(Cl)c2/C1=C\c1cc(Cl)c(O)c(Cl)c1	?
75	CC[C@H](C)[C@@H]([C@@H](CC(=O)N1CCC[C@H]1[C@H](OC)[C@@H](C)C(=O)N[C@@H](Cc1ccccc1)c1nccs1)OC)N(C)C(=O)[C@@H](NC(=O)[C@H](C(C)C)N(C)C)C(C)C	14%

(list continues)
item	Compound	NTMT1 inhibitor
76	Cn1nnnc1Sc1ncnc2scc(-c3ccc(N)cc3)c12	-3%[57.5 µM]
77	O=C(/C=C\n1cnc(-c2cc(C(F)(F)F)cc(C(F)(F)F)c2)n1)NNc1ccccn1	16%
78	C/C(=C\c1ccccc1)C1Nc2cccc3cccc(c23)N1	-8%
79	Cc1sc(NC(=O)Cc2ccc3c(c2)OCO3)nc1-c1ccc2c(c1)CCN2C(=O)c1ccccc1C(F)(F)F	11%[57.5 µM]
80	O=c1c2ccccc2nc2sc(Nc3ccc4c(c3)CCC4)nn12	-11%
81	Cc1nc(NCc2ccccc2)c2nc(-c3ccccc3)n(CCN3CCCC3)c2n1	-2%
82	O=C1CCCC2=C1C(c1ccn[nH]1)N=C(Nc1nc3ccccc3o1)N2 (stereo not given)	-8%
83	COc1cnccc1-c1nc(Nc2ccc(F)c(F)c2)c2ccccc2n1	-10%
84	CCCn1c(C)nc2c(NCC(C)(C)CN(C)C)nc(C)nc21	6%
85	c1cncc(CNc2ncnc3ccc(-c4ccco4)cc23)c1	-2%
86	O=[N+]([O-])c1ccc([S+](=O)([O-])N2CCN([S+](=O)([O-])c3ccc4c(c3)OCCO4)CC2)c([N+](=O)[O-])c1	3%
87	CC(=O)Nc1ccc(OCc2cccc(-c3nc4ccccc4c(=O)n3Cc3ccco3)c2)cc1	?
88	Cc1nnc(-c2cnn(C)c2N)n1CCCc1ccncc1	16%
89	CCn1cnc2c(Nc3ccc(CC(=O)N=C(N)N)cc3)nc(C#N)nc21	-8%
90	O=C(Nc1ccc(Cl)c(Cl)c1)Nc1nnc(-c2cccnc2)s1	22µM*
91	CC(=O)Nc1cc(Oc2ccc3c(nc(Nc4ccc(F)cc4F)n3C)c2C)ccn1	18%
92	Cc1ccnc(NC(=S)N2CCc3ccccc3C2)c1	?
93	O=C(CNC(=O)c1ccc(Cl)cc1Cl)OC(C(=O)Nc1cc(C(F)(F)F)ccc1Cl)c1ccccc1 (stereo not given)	14%
94	CC(C)(C)c1ccc(Nc2nc(C#N)nc(NC3CCCC3)n2)cc1	11%
95	CCCn1c(-c2ccc(F)cc2)nc2c(NCCCN3CCOCC3)nc(C)nc21	-4%
96	CC(=O)Nc1sc2c(c1C(O)c1nc3ccccc3s1)CCN(C(C)C)C2 (stereo not given)	9%
97	Cc1cccc(OC2=NS(=O)(=O)c3ccccc32)c1	20%
98	O=S1(=O)N=C(Oc2cccc(-c3ccccc3)c2)c2ccccc21	-9%
99	COc1cccc(C2=Nn3c(nnc3-c3ccc(OC)cc3OC)SC2)c1	-5%
100	Cc1cccc(-n2cnc3cc(C(=O)N4CCOCC4)ccc32)c1	37%[activator]
101	Fc1ccc(Nc2nc(-c3ccncc3F)nc3ccccc23)cc1F	8%
102	O=C(Nc1cccc(Cc2ccccc2)c1)c1ccc(-c2cccc([N+](=O)[O-])c2)o1	3%[57.5 µM]
103	O=C(Nc1ccc(Cl)c(Cl)c1)Nc1nc(-c2ccncc2)cs1	-21%[57.5 µM]
104	CCCn1c(C)nc2c(NC3CCN(Cc4ccccc4)CC3)nc(C)nc21	3%
105	CC(C)c1ccccc1-c1ncc(F)c(NCc2ccc(-c3cccnc3)s2)n1	3%[57.5 µM]
106	OCc1cn(Cc2ccc(O)c3ncccc23)cn1	18%
107	Nc1cccc2c1CN([C@H]1CCC(=O)NC1=O)C2=O	12%
108	CN1CCN(C(=O)[C@H]2[C@@H](C(=O)O)[C@H]3CC[C@@H]2O3)CC1	10%[29.8 µM]
